# ROS inducer: raises reactive oxygen species in U2OS cancer cells; U2OS ROS induction, H2DCF-DA fluorescence; ROS induction (% of piperlongumine), % at 10 µM; 46,000 compounds, 2% hits; in the data active means ROS induction above about 79%, passing the limit was not always enough;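 further: 0% = DMSO vehicle median and 100% = reference compound median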
# Starred values were filed as active, the others as inactive. A portion of the library (hit frequency here may not be typical).
> CCn1c2c(c3cc(Br)ccc31)CCCC2=O
  ROS inducer = -15.2
> C[C@@H]1CN([C@H](C)CO)C(=O)c2cccc(NC(=O)C3CCCCC3)c2O[C@@H]1CN(C)CC1CCCCC1
  ROS inducer = -8.5
> Cc1ccccc1NC(=O)CCC(=O)O
  ROS inducer = -2.9
> Cc1cc(NCCO)n2c(nc3ccccc32)c1C#N
  ROS inducer = 6.8
> Cc1noc(C)c1S(=O)(=O)Nc1ccc2c(c1)C(=O)N([C@H](C)CO)C[C@H](C)[C@H](CN(C)C(=O)NC(C)C)O2
  ROS inducer = -0.9
> NC(=O)[C@@H]1[C@H]2C(=O)O[C@H](c3ccccc3)[C@H](c3ccccc3)N2[C@H](c2ccc(O)cc2)[C@@]12C(=O)Nc1ccc(C#CC3(O)CCCCCC3)cc12
  ROS inducer = 1.9
> O=C(COc1ccccc1)Nc1cccc(-c2nc3c(ccc4ccccc43)o2)c1
  ROS inducer = -6.9
> C[C@@H]1CN([C@H](C)CO)C(=O)c2cccc(NS(=O)(=O)c3ccccc3)c2O[C@@H]1CN(C)S(=O)(=O)c1ccc(F)cc1
  ROS inducer = 0.8
> C[C@H]1CN([C@@H](C)CO)C(=O)c2cc(NC(=O)CCN3CCOCC3)ccc2O[C@H]1CN(C)Cc1ccc(Oc2ccccc2)cc1
  ROS inducer = -5.9
> CCN1C(=O)NC(c2ccc(Cl)cc2)C2=C1CCCC2=O (configuration not stated)
  ROS inducer = -1.7
> COc1ccc(OCC2c3cc(OC)c(OC)cc3CCN2C(=O)C(C)C)cc1 (configuration not stated)
  ROS inducer = -5.6
> C[C@H]1CN([C@@H](C)CO)C(=O)CCCn2nncc2CO[C@@H]1CN(C)Cc1ccc2cccnc2c1
  ROS inducer = 35.3
> CCOC(=O)CN(c1c(C)cccc1C)S(C)(=O)=O
  ROS inducer = -7.6
> COc1ccc(S(=O)(=O)Nc2ccc3c(c2)CC(=O)N([C@H](C)CO)C[C@H](C)[C@H](CN(C)Cc2ccc(C(=O)Nc4ccccc4N)cc2)O3)cc1
  ROS inducer = 12.3
> COc1ccc(-c2cc(-c3cccs3)nc(SC(C(=O)O)c3ccccc3)c2C#N)cc1 (configuration not stated)
  ROS inducer = 148.8*

> O=C(NO)c1cccc(C(=O)N/N=C/c2cc(O)ccc2[N+](=O)[O-])c1
  ROS inducer = -8.5
> CC(C)CSc1nnc2sc3ccccc3n12
  ROS inducer = -4.0
> Cc1ccc(S(=O)(=O)Nc2ccc3c(c2)CC(=O)N([C@H](C)CO)C[C@H](C)[C@H](CN(C)C(=O)Nc2ccc(C(F)(F)F)cc2)O3)cc1
  ROS inducer = 27.0
> COc1ccc(NC(=O)Nc2ccc3c(c2)CC(=O)N([C@H](C)CO)C[C@H](C)[C@H](CN(C)S(=O)(=O)c2ccccc2)O3)cc1
  ROS inducer = -4.9
> CSc1ccc(C2C(C(=O)c3sc(C)nc3C)C(=O)C(=O)N2Cc2cccnc2)cc1 (configuration not stated)
  ROS inducer = -8.2
> O=C(O)C1C2C=CC(C2)C1C(=O)N1CCc2c([nH]c3ccccc23)C1C(F)(F)F (configuration not stated)
  ROS inducer = -8.7
> COc1ccc(NC(=O)Nc2ccc3c(c2)C(=O)N([C@H](C)CO)C[C@H](C)[C@H](CN(C)Cc2ccc(C(F)(F)F)cc2)O3)cc1
  ROS inducer = 18.9
> Cc1cccc(CN(C)C[C@H]2OCc3cn(nn3)CCCC(=O)N([C@H](C)CO)C[C@@H]2C)c1
  ROS inducer = 0.4
> CCc1ccccc1NC(=O)c1ccc2nc(N3CCC(C)CC3)sc2c1
  ROS inducer = 0.9
> COc1ccc(/C=N/NC(=O)CCCCCCC(=O)Nc2ccccc2O)c(OC)c1
  ROS inducer = 1.3
> COC(=O)CCCCCCC(=O)N/N=C/[C@H](O)[C@@H](O)[C@H](O)[C@H](O)CO
  ROS inducer = 5.0
> Cc1n[nH]c(=O)c2nc(-c3ccccc3)sc12
  ROS inducer = -14.4
> S=c1nc(C23CC4CC(CC(C4)C2)C3)[nH][nH]1
  ROS inducer = 65.3
> C[C@H](CO)N1C[C@H](C)[C@@H](CN(C)CC2CC2)Oc2c(NC(=O)CCCCCC(=O)Nc3ccccc3N)cccc2C1=O
  ROS inducer = 48.0
> CCc1ccc(CCC(=O)Nc2ccc(C(=O)O)cc2)o1
  ROS inducer = -1.1

> CC(Oc1ccc(Br)cc1)C(=O)NCc1cccnc1 (configuration not stated)
  ROS inducer = -1.8
> COc1ccc(S(=O)(=O)Nc2ccc3c(c2)CC(=O)N([C@@H](C)CO)C[C@H](C)[C@@H](CN(C)Cc2ccccc2)O3)cc1
  ROS inducer = 7.2
> N#CCCN(CC1CCCO1)C(=S)Nc1ccc(F)cc1 (configuration not stated)
  ROS inducer = 9.2
> C[C@@H]1CN([C@@H](C)CO)C(=O)c2cccc(NC(=O)Nc3cccc4ccccc34)c2O[C@H]1CN(C)C(=O)Nc1ccc2c(c1)OCO2
  ROS inducer = 48.7
> C[C@@H]1CN([C@H](C)CO)C(=O)c2cccc(NC(=O)Nc3ccccc3)c2O[C@H]1CN(C)Cc1ccncc1
  ROS inducer = 1.1
> CC(C)CCNC(=O)c1cc(-c2ccccn2)nc2ccccc12
  ROS inducer = 30.2
> COc1ccc(S(=O)(=O)Nc2ccc3c(c2)C(=O)N([C@H](C)CO)C[C@H](C)[C@@H](CN(C)C(=O)Nc2ccc(F)cc2)OCCCC[C@@H](C)O3)cc1
  ROS inducer = 10.1
> Cc1cc(C(=O)Nc2cccc3c2O[C@H](CN(C)Cc2ccccc2)[C@@H](C)CN([C@@H](C)CO)C3=O)n(C)n1
  ROS inducer = 3.0
> CC(=O)Nc1cc2c(ccc3ccccc32)oc1=O
  ROS inducer = -6.3
> CC(C)NC(=O)Nc1cccc2c1O[C@@H](CN(C)S(C)(=O)=O)[C@@H](C)CN([C@@H](C)CO)C2=O
  ROS inducer = 3.2
> COc1ccc(CN(C)C[C@H]2Oc3c(NC(=O)Nc4ccc(C(F)(F)F)cc4)cccc3C(=O)N([C@H](C)CO)C[C@H]2C)cc1
  ROS inducer = 33.0
> COc1ccc(CN(C)C[C@H]2Oc3c(NS(=O)(=O)c4cccs4)cccc3C(=O)N([C@@H](C)CO)C[C@@H]2C)cc1
  ROS inducer = 35.8
> Cc1ccc(S(=O)(=O)N2CCOCC2)c(C)c1
  ROS inducer = 2.7
> Cc1cc(C(=O)O)nn1-c1ccccc1
  ROS inducer = 5.5
> Cc1cccc(Cn2nc(C(C)(C)C)cc2C(=O)Nc2cccnc2)c1
  ROS inducer = 33.5

> O=C(CSc1ncnc2scc(-c3ccc(Br)cc3)c12)Nc1ccccc1
  ROS inducer = -8.9
> COC(=O)C(CC#Cc1ccc2c(c1)[C@]1(C(=O)N2)[C@H](c2ccc(OCCO)cc2)N2[C@H](c3ccccc3)[C@H](c3ccccc3)OC(=O)[C@H]2[C@@H]1C(=O)N1CCc2cc(OC)c(OC)cc2C1)C(=O)OC
  ROS inducer = 131.8*
> COc1ccc(CN(C)C[C@@H]2Oc3ccc(NC(=O)Cc4ccccc4)cc3C(=O)N([C@H](C)CO)C[C@H]2C)cc1
  ROS inducer = 13.2
> Cc1ccc2c(c1)c(-c1ccccc1)c(-c1ccccc1)n2CC(O)CN1CCN(CCO)CC1 (configuration not stated)
  ROS inducer = -2.3
> C[C@@H]1CN([C@H](C)CO)C(=O)c2cc(NC(=O)Nc3ccc(C(F)(F)F)cc3)ccc2O[C@H]1CN(C)Cc1ccc(Cl)c(Cl)c1
  ROS inducer = -4.9
> CC(C)NC(=O)Nc1ccc2c(c1)CC(=O)N([C@H](C)CO)C[C@@H](C)[C@@H](CN(C)C(=O)Nc1ccc3c(c1)OCO3)O2
  ROS inducer = -4.4
> CC(N=Cc1ccccc1O)c1ccccc1 (configuration not stated)
  ROS inducer = -15.1
> COc1cc(OC)cc(OC)c1
  ROS inducer = -9.4
> Cc1noc(C)c1NC(=O)Nc1ccc2c(c1)C(=O)N([C@@H](C)CO)C[C@H](C)[C@H](CN(C)C(=O)NC(C)C)O2
  ROS inducer = -14.9
> C[C@@H]1CN([C@@H](C)CO)C(=O)c2cc(N(C)C)ccc2O[C@@H]1CN(C)C(=O)Nc1cccc2ccccc12
  ROS inducer = 6.0
> COc1ccc(S(=O)(=O)N(C)C[C@H]2Oc3ccc(NS(=O)(=O)c4ccc(C)cc4)cc3C(=O)N([C@@H](C)CO)C[C@H]2C)cc1
  ROS inducer = -3.0
> CC(=O)c1cccc(N(CC(=O)Nc2cc(C)cc(C)c2)S(C)(=O)=O)c1
  ROS inducer = -1.6
> COc1ccc(S(=O)(=O)N(C)C[C@@H]2Oc3ccc(NC(=O)Nc4cccc5ccccc45)cc3CC(=O)N([C@@H](C)CO)C[C@@H]2C)cc1
  ROS inducer = 45.0
> COc1ccccc1OCC(=O)Nc1ccccc1C(=O)Nc1cccc(C(=O)O)c1
  ROS inducer = -10.6
> C[C@H]1CN([C@@H](C)CO)C(=O)Cc2cc(NC(=O)Cc3ccccc3)ccc2O[C@H]1CN(C)C(=O)NC1CCCCC1
  ROS inducer = -5.5

> CC(C)NC(=O)N(C)C[C@@H]1Oc2c(NC(=O)c3ccc(-c4nccs4)cc3)cccc2C(=O)N([C@@H](C)CO)C[C@H]1C
  ROS inducer = 8.7
> COc1ccc(NC(=O)Nc2ccc3c(c2)C(=O)N([C@H](C)CO)C[C@H](C)[C@@H](CN(C)C(=O)Nc2cccc4ccccc24)OCCCC[C@@H](C)O3)cc1
  ROS inducer = 39.1
> C[C@@H]1CN([C@H](C)CO)C(=O)CCCn2nncc2CO[C@@H]1CN(C)S(C)(=O)=O
  ROS inducer = 39.6
> Cc1noc(C)c1NC(=O)N(C)C[C@H]1OCc2cnnn2CCCC(=O)N([C@@H](C)CO)C[C@H]1C
  ROS inducer = -7.6
> Cc1c(C(N)=O)nnc2cc(-c3ccccc3)nn12
  ROS inducer = 12.9
> Cc1sc(NC(=O)c2ccco2)c(C(=O)NCc2cccnc2)c1C
  ROS inducer = -2.3
> CNC[C@H]1Oc2c(NC(=O)C3CCOCC3)cccc2C(=O)N([C@@H](C)CO)C[C@@H]1C
  ROS inducer = -5.8
> CC1CCN(C(=O)c2cc3nc(-c4ccco4)cc(C(F)(F)F)n3n2)C(C)C1 (configuration not stated)
  ROS inducer = -9.9
> C=C(C)[C@@H]1CC=C(/C=N/NC(=O)CCCCCCC(=O)OC)CC1
  ROS inducer = 29.8
> C[C@@H]1CN([C@H](C)CO)C(=O)c2cccc(NC(=O)C3CCCCC3)c2O[C@H]1CN(C)Cc1ccc2c(c1)OCO2
  ROS inducer = -5.7
> CS(=O)(=O)N(CC(=O)Nc1ccc(F)c(Cl)c1)C1CCCCC1
  ROS inducer = -12.4
> O=C(c1ccccc1)C1CCN(S(=O)(=O)c2ccc(Cl)cc2)CC1
  ROS inducer = -8.5
> C[C@@H]1CCCCO[C@@H](CN(C)C(=O)CCC(F)(F)F)[C@@H](C)CN([C@H](C)CO)C(=O)c2cc(NC(=O)CCCN(C)C)ccc2O1
  ROS inducer = 10.0
> CC(=O)NC1=NN(C(C)=O)C(c2cccc3ccccc23)N1C(C)=O (configuration not stated)
  ROS inducer = 0.1
> C[C@@H]1CN([C@H](C)CO)C(=O)c2cc(NS(=O)(=O)c3cn(C)cn3)ccc2O[C@H]1CN(C)S(=O)(=O)c1ccc(F)cc1
  ROS inducer = -3.7

> C[C@@H]1CC[C@]2(C(=O)O)CC[C@]3(C)C(=CCC4[C@@]5(C)CC[C@@H](O)[C@](C)(C(=O)O)C5CC[C@]43C)C2[C@H]1C (some centres not stated)
  ROS inducer = 32.5
> CNCCCC1c2ccccc2C=Cc2ccccc21
  ROS inducer = -10.4
> Cc1ccc(S(=O)(=O)Nc2cccc3c2O[C@H](CN(C)S(=O)(=O)c2ccccc2)[C@@H](C)CN([C@H](C)CO)C3=O)cc1
  ROS inducer = -18.6
> Cc1ccc2nc(C)n3c4ccccc4c(NC=O)c3c2c1
  ROS inducer = -6.3
> O=C(CC1c2ccccc2Oc2ccccc21)NCCOc1ccccc1Cl
  ROS inducer = -10.8
> Cc1ccc(C(=O)CC(Sc2ccccc2N)c2ccsc2)cc1 (configuration not stated)
  ROS inducer = 23.4
> C[C@@H]1CN([C@@H](C)CO)C(=O)CCCn2cc(nn2)CO[C@H]1CN(C)Cc1ccc2cccnc2c1
  ROS inducer = -5.1
> CC(C)(O)[C@@H]1Cc2cc3ccc(=O)oc3cc2O1
  ROS inducer = -2.9
> C=C(C(=O)O)C(CCCCCC)C(=O)O (configuration not stated)
  ROS inducer = 9.8
> CCCNC(=O)Cn1c(=O)c2cccn2c2ccccc21
  ROS inducer = -9.0
> Cc1noc(C)c1S(=O)(=O)Nc1ccc2c(c1)C(=O)N([C@H](C)CO)C[C@H](C)[C@@H](CN(C)C(=O)Nc1ccccc1)OCCCC[C@@H](C)O2
  ROS inducer = 12.2
> CCC(C)C1NC(=O)C(CCC(=O)O)N(C)C(=O)C(C(C)C)N(C)C(=O)CNC(=O)C2CCCN2C(=O)C(Cc2ccccc2)NC(=O)C(C(C)CC)OC(=O)C(CCC(=O)O)N(C)C(=O)C(C(C)C)NC(=O)C2CCCCN2C1=O (configuration not stated)
  ROS inducer = 26.1
> Cc1cc(C(=O)Nc2cccc3c2O[C@H](CN(C)Cc2ccc(C(=O)Nc4ccccc4N)cc2)[C@@H](C)CN([C@@H](C)CO)C3=O)n(C)n1
  ROS inducer = 189.2*
> C[C@@H]1CCCCO[C@@H](CN(C)CC2CCCCC2)[C@@H](C)CN([C@H](C)CO)C(=O)c2cc(NC(=O)Nc3ccccc3)ccc2O1
  ROS inducer = 15.9
> COC1OC(O)C(O)C12CC[C@@]1(O2)[C@H](C)C[C@H]2OC(=O)[C@@]3(C)CCC[C@]1(C)C23 (some centres not stated)
  ROS inducer = 2.8
> O=C(Nc1ccccc1C(=O)O)c1ccccc1Cl
  ROS inducer = 16.7
> CC(C)NC(=O)Nc1ccc2c(c1)C(=O)N([C@@H](C)CO)C[C@H](C)[C@@H](CN(C)S(C)(=O)=O)O2
  ROS inducer = 16.3
> Cc1ccc2ccc(C(Nc3ccccn3)c3ccc(Cl)cc3)c(O)c2n1 (configuration not stated)
  ROS inducer = 0.8

# Gathered by group: the entries above containing an NH in an aromatic ring (three)
> O=C(O)C1C2C=CC(C2)C1C(=O)N1CCc2c([nH]c3ccccc23)C1C(F)(F)F (configuration not stated)
  ROS inducer = -8.7
> Cc1n[nH]c(=O)c2nc(-c3ccccc3)sc12
  ROS inducer = -14.4
> S=c1nc(C23CC4CC(CC(C4)C2)C3)[nH][nH]1
  ROS inducer = 65.3
